# OX1R antag-1: OX1R (HCRTR1) antagonists, primary screen, fluorescence, CHO/OX1R cells, Fluo-8 calcium, orexin A | Fluo-8 calcium fluorescence | inhibition, % at 5 µM | 330,000 compounds, 0.43% hits | AID 434989, 2010;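 active means inhibition above its plate's threshold, mean inhibition of all tested compounds on the plate plus 3 SD, cut at about 37% in these data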;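 further: 0% = orexin A challenge wells and 100% = SB-334867-A antagonist wells; not every result past the cut was called active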
# Target sequence (O43613 whole entry, looked up): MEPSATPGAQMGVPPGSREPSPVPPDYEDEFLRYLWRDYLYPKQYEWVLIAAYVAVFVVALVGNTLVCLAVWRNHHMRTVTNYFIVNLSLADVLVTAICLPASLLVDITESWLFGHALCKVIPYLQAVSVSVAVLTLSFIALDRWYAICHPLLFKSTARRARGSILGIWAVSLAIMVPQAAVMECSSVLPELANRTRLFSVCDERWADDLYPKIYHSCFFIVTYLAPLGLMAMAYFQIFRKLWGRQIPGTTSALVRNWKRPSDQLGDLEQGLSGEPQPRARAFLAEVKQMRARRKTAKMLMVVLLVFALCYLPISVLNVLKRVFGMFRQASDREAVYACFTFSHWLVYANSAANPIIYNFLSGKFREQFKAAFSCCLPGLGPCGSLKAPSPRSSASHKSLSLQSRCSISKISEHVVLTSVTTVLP
# OX1R antag-2: antagonists of human orexin 1 receptor (OX1R); Orexin/Hypocretin receptor type 1 (Homo sapiens), O43613; OX1R-expressing cells, FRET antagonist read-out; inhibition, % at 6.6 µM; 330,000 compounds, 1.8% hits; AID 485270, 2010; in the data active means inhibition mostly above about 38%, no sharp cut-off; inactive means mostly below about 40%;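 further: 0% = agonist challenge alone and 100% = reference antagonist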
# CHT PAM: CHT positive allosteric modulators, primary screen, cell-based, membrane potential dye, choline EC20 | CHT-expressing cells; active compounds read high; LV-AA mutant CHT in HEK293 cells | B-score at 10 µM | 310,000 compounds, 0.49% hits | AID 488977, 2010;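 active means initial fluorescence not abnormally high and integrated response B-score, plate-corrected, over 3 SD above library mean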
# Target sequence (Q9GZV3 whole entry, looked up): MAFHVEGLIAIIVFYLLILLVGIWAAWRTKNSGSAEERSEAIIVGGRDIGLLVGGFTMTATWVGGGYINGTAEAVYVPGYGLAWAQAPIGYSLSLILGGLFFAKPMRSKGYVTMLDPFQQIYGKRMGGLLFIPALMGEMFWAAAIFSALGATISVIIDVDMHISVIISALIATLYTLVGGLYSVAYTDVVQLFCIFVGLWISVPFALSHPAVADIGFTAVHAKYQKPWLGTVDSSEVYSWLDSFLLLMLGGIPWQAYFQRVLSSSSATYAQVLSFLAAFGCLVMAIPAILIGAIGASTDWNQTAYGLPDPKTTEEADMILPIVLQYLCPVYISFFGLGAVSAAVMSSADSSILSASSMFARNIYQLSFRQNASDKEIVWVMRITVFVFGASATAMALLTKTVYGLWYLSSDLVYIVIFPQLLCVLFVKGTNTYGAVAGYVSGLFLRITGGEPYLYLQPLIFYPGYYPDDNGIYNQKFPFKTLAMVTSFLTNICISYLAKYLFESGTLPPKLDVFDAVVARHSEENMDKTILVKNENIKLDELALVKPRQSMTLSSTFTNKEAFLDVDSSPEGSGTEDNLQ
# The depositor's hits bear a star; i = inactive; x = no result given. Outcome played no part in choosing rows. Share with any hit: about 2.5%.
SMILES	OX1R antag-1	OX1R antag-2	CHT PAM
Cc1cc(C)n(-c2nc3c(c(=O)[nH]c(=O)n3C)n2CC(O)COc2ccc(Cl)cc2Cl)n1 (centres undefined)	-21	10	i
O=C(Nc1ccccc1C(=O)NCCCN1CCOCC1)c1ccc(F)cc1	-14	-5	i
COc1ccc2c(C)cc(SCn3nnc4ccccc4c3=O)nc2c1	-15	25	i
O=C(NCc1cccnc1)c1cnc2ccccc2n1	-15	35	i
CCOC(=O)c1ccc(NC(=S)NN2CCN(C)CC2)cc1	6	4	i
CCC(=O)N=c1sc2c(C)cc(C)cc2n1CC(=O)OC	-29	16	i
S=C(Nc1ccccc1Oc1ccccc1)NC1CCCC1	-1	35	i
CNCC(O)CN1CCN(c2ccccc2OC)CC1 (centres undefined)	-6	15	i
O=[N+]([O-])c1ccc(N2CCOCC2)cc1NCCCO	-24	81	i
Cn1ncc2nc[nH]c(=O)c21	-7	2	i

# Brought forward from above: 2 compounds, followed by the next part.
SMILES	OX1R antag-1	OX1R antag-2	CHT PAM
O=[N+]([O-])c1ccc(N2CCOCC2)cc1NCCCO	-24	81	i
Cn1ncc2nc[nH]c(=O)c21	-7	2	i
O=c1c(-c2ccccc2)c(O)nc2ccccn12	2	7	i
O=C(COC(=O)CNC(=O)c1ccc(Cl)cc1)Nc1ccc(Cl)cn1	-37	7	x
O=C1CC(c2cccs2)CC(O)=C1C=NCCN1CCNCC1 (centres undefined)	-7	24	i
O=[N+]([O-])c1cc(Cl)ccc1NCCc1ccccn1	-32	37	i
O=C(Nc1ccc(OC(F)(F)F)cc1)C1=NCCN1	1	3	i
COc1cccc(CNc2nc3ccccc3n2CCN2CCCCC2)c1	-32	19	i
Cn1nc(C(F)(F)F)c(C(=O)Nc2ccc(F)cc2F)c1Sc1cccc(C(F)(F)F)c1	-18	20	i
CCNC(=O)N1c2ccc(OCC)cc2C(C)=CC1(C)C	-10	50	i
CC1=C(C)/C(=N/OC(=O)c2cccc([N+](=O)[O-])c2)C=CC1=O	17	74*	i
CC(C)CCC(CC(C)O)c1n[nH]c(=S)n1-c1ccccc1 (centres undefined)	-12	16	i
CCCNC(=O)c1c(C)cc(=O)oc1C	-10	8	i
Cc1ccc2c(c1)cc1c(=O)n(CC(=O)N(C)c3ccccc3)nc(C)n12	-8	17	i
COc1cc(C2c3c(-c4ccccc4)n[nH]c3C(=O)N2c2ccccc2)ccc1O (centres undefined)	-27	16	i
CCC1CCCCN1C(=O)CSc1nnc(CNC(=O)COc2ccc(Cl)cc2)o1 (centres undefined)	-39	8	i
CCCc1c(C(=O)Nc2cc(C)on2)cnn1-c1ccccc1	-19	18	i
COC(=O)c1c(NC(=O)C(=O)N2CCCCC2)sc2c1CC(C)(C)OC2	-32	17	i
COc1ccc(NC(=O)Nc2cc3oc4ccccc4c3cc2OC)cc1	-12	33	i
Cc1nc2ccccc2nc1OCC(=O)Nc1ccc(F)cc1	-14	9	i
COC(=O)C1CCN(C(=O)/C=C/c2ccc3c(c2)OCO3)CC1	-2	4	i
O=C(Oc1ccc2ccc(=O)oc2c1)c1cccs1	17	31	i
CC(=O)N1CCC2(CC1)C(C#N)=C(N)OC1=C2C(=O)CC(C)(C)C1	-2	16	i
O=C(c1ccc2c(=O)n(Cc3ccccc3)c(=S)[nH]c2c1)N1CCCC1	-20	6	i
Cc1nn(CCO)c(N)c1C1(O)C(=O)Nc2c(Cl)cc(Cl)cc21 (centres undefined)	-13	68	i
O=C(CN1CCN(c2ccccn2)CC1)NC(=O)NC1CCCCC1	-5	17	i
CCOc1ccc(NC(=O)N(c2ccccc2)c2ccccc2)cc1	-16	22	i
COc1cccc(CN2CCN(Cc3cc(OC)c(OC)cc3OC)CC2)c1	-9	-7	i
COc1ccc(NC(=O)C2CCOC2=O)cc1 (centres undefined)	-14	15	i
COc1ccc(CC(=O)Nc2ccccc2C(C)=O)cc1S(=O)(=O)N1CCOCC1	-13	30	i
Cc1cccc(C)c1OCC(=O)Nc1ccc(NC(=O)c2ccco2)cc1	-22	30	i
O=c1c2ccccc2nc(COc2ccccc2)n1/N=C/c1ccco1	-35	29	i
O=C(O)CCc1nc(-c2cccs2)no1	-6	15	i
O=C(COC(=O)[C@@H]1CC(O)CN1S(=O)(=O)c1ccc([N+](=O)[O-])cc1)NC12CC3CC(CC(C3)C1)C2 (some centres undefined)	-10	15	i
O=C(Nc1ccc(F)cc1F)C1CCN(S(=O)(=O)c2cccnc2)CC1	7	3	i
C[C@]12C=CC(=O)C=C1CC[C@@H]1[C@@H]2[C@@H](O)C[C@@]2(C)[C@H]1CC[C@]2(O)C(=O)COC(=O)CCC(=O)O	-8	14	i
Cc1occc1C(=O)/C(C#N)=C/c1ccc(O)c(Br)c1	-7	12	i
CCOCC(=O)Nc1cc(C(=O)OC)ccc1C(=O)OC	-9	27	i
Cc1cccc2nc(CSc3ncccc3C(=O)O)cn12	-4	6	i
CCOc1ccc(Nc2cc(C)nc3c(C)cccc23)cc1	2	8	i
O=C(O)c1ccccc1-c1ccccc1C(=O)Nc1nccs1	-16	9	i
O=C(COc1cccnc1[N+](=O)[O-])Nc1cc(S(=O)(=O)N2CCCCC2)ccc1Cl	-20	18	i

# Entries of single compounds, looked up by structure:
# Profile of CCOc1ccc(Nc2cc(C)nc3c(C)cccc23)cc1 → OX1R antag-1 = 2; OX1R antag-2 = 8; CHT PAM = i
# Profile of O=c1c(-c2ccccc2)c(O)nc2ccccn12 → OX1R antag-1 = 2; OX1R antag-2 = 7; CHT PAM = i

# (more compounds)
SMILES	OX1R antag-1	OX1R antag-2	CHT PAM
O=C(Nc1cccc(NC(=O)c2cccc(Cl)c2)c1)c1cccnc1	-32	8	i
CCOc1ccc(-n2cnnn2)cc1S(=O)(=O)N1CCC(C)CC1C (centres undefined)	-20	6	i
Cc1cccc(N=C2NC(=O)/C(=C/c3cccs3)S2)c1	-23	41	i
COc1ccc(S(=O)(=O)N(C)C)cc1NCC(=O)Nc1ccc(Br)c(C)c1	-3	14	i
Cc1cc(Cl)ccc1OC(C)C(=O)Nc1ccccc1N1CCOCC1 (centres undefined)	-25	34	i
CCn1c(=O)c2cc(C(=O)Nc3ccc(OC)cc3OC)sc2c2ccccc21	1	13	i
CC1CN(C2CCN(S(=O)(=O)Cc3ccccc3)CC2)CC(C)O1 (centres undefined)	-3	9	i
O=C(N[C@@H](Cc1ccc(O)cc1)C(=O)O)c1ccc(C(F)(F)F)cc1	-1	6	i
COc1cc(C(=O)N2CCN(C(=O)C3COc4ccccc4O3)CC2)cc(OC)c1OC (centres undefined)	-7	6	i
CC(C)(C)c1csc(NC(=O)c2ccc(Cl)s2)n1	1	46	i
Cc1ccccc1C1CC(c2cccs2)Nc2nnnn21 (centres undefined)	7	17	i
Cc1ccc(Nc2cnn(C34CC5CC(CC(CC(=O)O)(C5)C3)C4)c(=O)c2Cl)c(Cl)c1	-17	11	i
CCc1ccc(OCC(=O)NNC(=O)c2nn(CC)c(=O)c3ccccc23)cc1	-30	10	i
Cc1ccccc1CN1[C@@H](C(C)C)COCCS1(=O)=O	-12	34	i
Nc1c(C(=O)c2cccs2)oc2ccccc12	6	68*	i
CCNC(=S)N1CCN(S(=O)(=O)c2ccc(C)cc2)CC1	-11	15	i
Cc1cc(OCC(=O)NCCc2cccc(F)c2)c2c(C)cc(=O)oc2c1	-30	10	i
COc1cc(C(=O)NCCc2ccc(F)cc2)c([N+](=O)[O-])cc1OC	-15	42	i
CCOc1ccc(-c2c(C(=O)N/N=C/c3ccc(Cl)cc3)nnn2-c2nonc2N)cc1	-36	-1	i
O=C(CC(=O)Nc1cccnc1)Nc1cccnc1	-1	0	i
O=C(c1ccc(NS(=O)(=O)c2ccc3[nH]c(=O)[nH]c3c2)cc1)N1CCCCC1	-14	-1	i
CC(C)CNC(=O)COC(=O)CCC(=O)c1ccc(F)cc1	-17	7	i
O=C(Nc1ccc(S(=O)(=O)Nc2cnc3ccccc3n2)cc1)c1ccc(Br)o1	-28	14	i
N#Cc1c(Nc2ccccc2)s[nH]c1=O	-26	18	i
COc1cc(C2NC(=S)NC3=C2CCc2ccccc23)cc(OC)c1OC (centres undefined)	-12	12	i
O=C(CSc1nnc(CNC(=O)c2c(F)cccc2F)o1)NCCc1ccccc1	-18	11	i
Fc1ccc(Oc2cnc3ccccc3n2)cc1	-9	8	i
CCN(C(=O)c1ccc2c(OC)n(CC)nc2c1)c1ccc(OC)cc1	-15	7	i
O=C1CN(c2ccccc2)C(=S)N1C(=O)c1ccc(Br)cc1	-2	12	i
C=C(C)CSc1nnc([C@@H]2CCCN2C(=O)OC(C)(C)C)o1	-23	4	i
CCOC(=O)C(=CNc1ccc(Oc2cncc(Cl)c2)nc1)C(=O)OCC	-24	11	i
Cn1c(CCCNC(=O)c2cccs2)nc2ccccc21	-21	16	i
Cc1ccc(C(=O)NCCCc2ccccc2)s1	3	14	i
Cc1nnsc1C(=O)N/N=C/c1c(F)cccc1Cl	-15	11	i
O=Cc1cnc(N2CCCCC2)s1	-21	10	i
O=C1/C(=C/c2ccncc2)SC(=S)N1N1CCOCC1	-7	18	i
CC(C)(C)NC(=O)c1cnn2c1NC(c1ccc(F)cc1)CC2C(F)(F)F (centres undefined)	-26	-4	i
CCOc1nc(NCCO)nc(Nc2cc(Cl)ccc2OC)n1	2	3	i
COc1ccc(C)cc1NC(=O)C1CCN(C(=O)c2ccco2)CC1	-24	3	i
COc1ccc(NC(=O)CCNS(=O)(=O)c2cc(Br)cnc2N)cc1OC	-20	18	i

# Seven compounds from above, ordered by formula weight, falling.
SMILES	OX1R antag-1	OX1R antag-2	CHT PAM
COc1ccc(NC(=O)CCNS(=O)(=O)c2cc(Br)cnc2N)cc1OC	-20	18	i
CCOC(=O)C(=CNc1ccc(Oc2cncc(Cl)c2)nc1)C(=O)OCC	-24	11	i
CC(C)(C)NC(=O)c1cnn2c1NC(c1ccc(F)cc1)CC2C(F)(F)F (centres undefined)	-26	-4	i
CCOc1nc(NCCO)nc(Nc2cc(Cl)ccc2OC)n1	2	3	i
Cn1c(CCCNC(=O)c2cccs2)nc2ccccc21	-21	16	i
Cc1ccc(C(=O)NCCCc2ccccc2)s1	3	14	i
O=Cc1cnc(N2CCCCC2)s1	-21	10	i

# Other records.
SMILES	OX1R antag-1	OX1R antag-2	CHT PAM
O=C(NCC(=O)N(c1cccnc1)C(C(=O)NC1CCCC1)c1cccs1)c1ccco1 (centres undefined)	-9	24	i
CC(=O)n1c(-c2ccccc2)c(-c2ccccc2)n(C)c1=O	-9	3	i
COc1ccc(NC(=O)CSc2ccc(-c3cccnc3)nn2)c(OC)c1	-13	18	i
Cc1c(NC(=O)[C@@H](NC(=O)c2ccc(Cl)c([N+](=O)[O-])c2)C(C)C)c(=O)n(-c2ccccc2)n1C	-15	12	x
CCOC(=O)COc1nc(-c2ccccc2)cc(-c2ccco2)c1C#N	-26	5	i
O=S(=O)(c1ccc(NC(=S)N2CCN(c3ccccc3F)CC2)cc1)N1CCOCC1	-20	24	i
CCc1ccccc1NNC(=O)CCc1ccccc1	-5	-2	i
COc1ccc(CCNC(=O)CC(NC(=O)c2ccccc2Cl)c2ccccc2)cc1 (centres undefined)	-4	20	i
CCCCOc1ccc(C(=O)Oc2cccnc2)cc1	-3	6	i
Cc1cc(F)c(F)c(C(=O)N2CCOCC2)c1Cl	5	16	i
c1ccc2occc2c1	-14	18	x
Cc1ccccc1C(=O)NC1CCN(C(=O)Nc2ccc(F)cc2)CC1	-5	12	i
Cc1nnc(SCC(=O)NC2CCCCCC2)n1N	-17	9	x
CNC(=S)NNc1nc(C)cc(C)n1	4	-1	i
COc1ccccc1N(CC(=O)NCCSCc1cccc(C)c1)S(=O)(=O)c1ccccc1	32	70*	i
O=C(C1CC1)N1CCc2cc(Br)cc(S(=O)(=O)NCCCN3CCCCC3)c21	-9	11	i
Cc1csc2nc(O)c(C(=O)NCCN3CCOCC3)c(=O)n12	-9	11	i
O=C(CC1C(=O)NCCN1Cc1c(F)cccc1Cl)NCCCOc1cccnc1 (centres undefined)	-23	10	i
Nc1nccc(-c2cccs2)n1	-6	6	i
CN(C)S(=O)(=O)c1cccc(NC(=O)COC(=O)/C=C/c2ccc(Br)o2)c1	-16	6	i
O=C(NC12CC3CC(CC(C3)C1)C2)c1ccc(=O)oc1	-7	20	i
Cc1cccc(NC(=O)COc2ccc(Br)cc2C)n1	-29	5	i
Cc1cccn2c(=O)c3cc(C(=O)N(C)C)n(C)c3nc12	-18	25	i
COC(=O)[C@@]1(C)[C@H]2C(=O)N(Cc3ccccc3)C(=O)[C@H]2[C@H]2CN=C(SCc3ccc(C)cc3)N21	-23	4	x
